aDG glyco up = activators of alpha-DG glycosylation, primary screen, uHTS, Pro5-aDG cells, AlphaScreen; alpha-DG glycosylation AlphaScreen (IIH6); 0% Pro5, 100% B10-LARGE cell signal; activation, % at 10 µM; hit rate 0.22% among 360,000; AID 624168, 2012;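 active means activation of at least 8% versus controls, or a plate z-score of at least 8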;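 further: Pro5 are CHO cells carrying HIG-tagged alpha-DG that lacks glycosylation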
NOD2-RIPK2 inh = NOD2-RIPK2 binding disruptors in cells, primary screen, fluorescence, CHO cells, BLA complementation; Receptor-interacting serine/threonine-protein kinase 2 (Homo sapiens), O43353; CCF4 ratio; inhibition, % at 4.98 µM; hit rate 0.38% among 360,000; AID 624267, 2012; in the data active means inhibition above about 21%;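 further: 0% = vehicle only and 100% = reference blocker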
Granule exo inh = LAMP-1 surface exposure blockers, TALL-104 cells – cell-based, flow cytometry, MLPCN library, primary screen; TALL-104 LAMP-1 surface exposure; cells stimulated with thapsigargin and PMA; inhibition, % at 10 µM; hit rate 0.66% among 360,000;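 active means inhibition above about 55%, limit read from the data; inconclusive means no clear call, values can overlap the other calls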
MC4R barr agon = MC4R agonists recruiting beta-arrestin, primary screen, cell-based, luminescence, agonist arm of biased-ligand search. activation, % at 8.9 µM. U2OS MC4R beta-arrestin complementation; percent of melanotan II response, DMSO zero. Melanocortin receptor 4 (Homo sapiens), P32245. hit rate 0.98% among 360,000;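 active means activation above a per-plate cutoff, the mean activation of sample wells on that plate plus 3 SD, cut at about 8% in these data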
Vif imaging = HIV Vif self-association inhibitors, primary screen, imaging, HEK293T, single point. hit rate 0.35% among 340,000. HEK293T cells, Vif self-association by quenched fluorescence, 24 h. inhibition, % at 7.49 µM; in the data active means inhibition above about 50%, passing the limit was not always enough; inconclusive means no clear call, values can overlap the other calls; inactive means below about 31%; further: some results filed as inactive read as strong as hits
TLR9-MyD88 block = inhibitors of TLR9-MyD88 association in cells, primary screen, cell-based, CHO, BLA complementation, fluorescence. Toll-like receptor 9 (Homo sapiens) + Myeloid differentiation primary response protein …. CCF4 FRET ratio. inhibition, % at 4.98 µM. hit rate 0.21% among 340,000. AID 504734, 2011;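 active means inhibition above the mean over all tested compounds plus 3 SD, cut at about 21% in these data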;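 further: 0% = DMSO only wells and 100% = clavulanate BLA inhibitor control wells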
MC4R antag cAMP = MC4R antagonists of cAMP signaling, primary screen, cell-based, TR-FRET, antagonist arm of biased-ligand search. inhibition, % at 6.5 µM. hit rate 0.48% among 360,000. MC4R-expressing cells, MTII-stimulated cAMP, LANCE TR-FRET. Melanocortin receptor 4 (Homo sapiens), P32245;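 active means inhibition above its plate's cutoff, the mean of tested wells on that plate plus 3 SD, cut at about 29% in these data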;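 further: 0% = Melanotan II alone and 100% = Melanotan II plus saturating MCL0020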
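material = U2OS cells stably expressing human melanocortin 4 receptor (MC4R) | also added = Melanotan II challenge | dosing = single nominal compound dose of 6.5 µM | detection = TR-FRET with Eu-cAMP and labeled anti-cAMP, 671 nm | replication = singlicate | timing = compound 30 min, challenge 1 h, detection 1 h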
N-glyco inh = increase of ERlucT glycosylation luciferase signal, primary screen, N-linked glycosylation inhibitor project, D54 ERlucT cells, luminescence, set 2. D54 ERlucT glycosylation luciferase reporter, 24 h; percent of 100 nM tunicamycin response. reporter increase, % at 12.5 µM. hit rate 0.23% among 360,000. AID 588692, 2011;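 active means mean luciferase reporter signal, scaled so untreated is 0 and the glycosylation-blocking control 100, at or above a set limit in every replicate; inconclusive means mean reaches the limit but not every replicate does; inactive means mean below the limit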;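 further: luciferase carries N-glycosylation sites so blocking glycosylation raises the light; 0% = median of neutral control wells and 100% = median of 100 nM tunicamycin wells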
ABCB6 inh MLPCN = ABCB6 transporter inhibitors, primary screen, K562-ABCB6 cells, flow cytometry, MLPCN library. fluorescence ratio to DMSO, % at 10 µM. K562-ABCB6 porphyrin accumulation, 1 h; active compounds read low. AID 602162, 2011. hit rate 0.19% among 360,000;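 active means fluorescence ratio to DMSO below 75%, the collection mean minus 3 SD; inconclusive means too few cells collected in the well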;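 further: signal is porphyrin accumulated inside mitochondria; 100% equals median channel fluorescence of DMSO control wells; lower ratio means ABCB6 inhibition with less porphyrin fluorescence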
ABHD5-PLIN5 inh = ABHD5-PLIN5 interaction inhibitors, primary screen, cell lysate, split luciferase complementation, luminescence; AID 602281, 2012; hit rate 0.78% among 360,000; Perilipin-5 (Homo sapiens) + 1-acylglycerol-3-phosphate O-acyltransferase ABHD5 (Homo …; inhibition, % at 4 µM; Split G. princeps luciferase complementation, 4 h;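 active means inhibition above the mean inhibition across every tested compound plus 3 SD, cut at about 22% in these data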;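 further: 0% = DMSO only wells and the 100% control is not disclosed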
Target sequence (Q00G26 whole entry, looked up): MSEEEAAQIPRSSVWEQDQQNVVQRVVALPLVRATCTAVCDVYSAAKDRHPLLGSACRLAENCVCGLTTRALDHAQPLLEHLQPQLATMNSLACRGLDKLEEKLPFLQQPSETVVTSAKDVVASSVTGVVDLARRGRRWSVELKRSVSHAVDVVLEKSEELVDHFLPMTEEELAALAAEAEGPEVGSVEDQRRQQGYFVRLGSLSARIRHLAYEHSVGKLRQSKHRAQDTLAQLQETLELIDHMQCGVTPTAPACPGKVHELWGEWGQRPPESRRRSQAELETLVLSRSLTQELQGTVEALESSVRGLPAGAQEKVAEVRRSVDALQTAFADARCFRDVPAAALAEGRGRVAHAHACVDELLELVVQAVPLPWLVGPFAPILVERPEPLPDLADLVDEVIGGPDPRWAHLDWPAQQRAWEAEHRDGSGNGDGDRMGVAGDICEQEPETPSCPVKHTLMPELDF
Target sequence (Q8WTS1 whole entry, looked up): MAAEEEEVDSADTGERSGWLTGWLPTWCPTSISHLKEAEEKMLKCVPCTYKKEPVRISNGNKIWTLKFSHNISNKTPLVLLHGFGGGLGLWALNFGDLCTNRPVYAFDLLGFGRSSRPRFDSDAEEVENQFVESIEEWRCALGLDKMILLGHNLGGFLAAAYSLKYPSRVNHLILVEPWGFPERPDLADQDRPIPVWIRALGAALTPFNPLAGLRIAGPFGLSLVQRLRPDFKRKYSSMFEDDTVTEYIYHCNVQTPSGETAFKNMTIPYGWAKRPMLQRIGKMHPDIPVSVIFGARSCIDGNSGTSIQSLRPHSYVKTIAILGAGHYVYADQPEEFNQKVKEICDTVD
Starred values were filed as active, the others as inactive; ? = inconclusive; . = not tested or not shown. Only part of the results is shown; count on the stated rates, not on these rows.

SMILES | aDG glyco up | NOD2-RIPK2 inh | Granule exo inh | MC4R barr agon | Vif imaging | TLR9-MyD88 block | MC4R antag cAMP | N-glyco inh | ABCB6 inh MLPCN | ABHD5-PLIN5 inh
COc1ccc(NC(=O)c2ccc(S(=O)(=O)N(C)C)cc2)cc1OC | -0.5 | -2 | -2 | 0.7 | 15 | -3 | -6 | 0 | 84 | 7
Clc1ccc(CN2C3=NCCN3c3ccccc32)cc1 | 0.7 | -1 | 0 | -2.2 | -3 | 7 | -6 | -4 | 94 | 11
COc1ccc(S(=O)(=O)N2CCN(C)CC2)cc1C(=O)N1CCCCC1 | 0.0 | 8 | 3 | -3.3 | 9 | -12 | 5 | 2 | 109 | 6
O=C(CSc1ncnc2nc[nH]c12)c1ccc(Cl)cc1 | 0.0 | -9 | 0 | -1.0 | -6 | -11 | 13 | ? | 100 | -3
O=C(CN1CCN(c2ccccc2F)CC1)c1c[nH]c2ccccc12 | 0.1 | -5 | 2 | 2.4 | 18 | -1 | 15 | 1 | 102 | 5
COc1ccc(-c2oc3ncnc(NCCN4CCOCC4)c3c2-c2ccc(OC)cc2)cc1 | 0.3 | -1 | 23 | 0.6 | 6 | -11 | 10 | -7 | 97 | 6
CCCCC(O)(c1ccc(F)cc1)C(CN1CCOCC1)c1ccc(Cl)cc1 (stereo not given) | 0.3 | -13 | -9 | 1.7 | -8 | 3 | 3 | -9 | 90 | -10
CCCCCCCNC(=O)C1CC(=O)N(C)C(=Nc2ccc(OC)cc2)S1 (stereo not given) | 0.3 | 12 | -4 | 0.6 | -10 | 4 | 10 | -1 | 92 | -2
CN1CCN(c2ccc(S(=O)(=O)N3CCCCC3)cc2NC(=O)c2ccc(F)cc2F)CC1 | -0.1 | 1 | -2 | -3.2 | 2 | -3 | 7 | -2 | 100 | 5
COC(=O)C(C(=O)OC)c1ccccc1NC(=O)OCc1ccccc1 | -0.1 | -12 | -4 | . | . | . | . | . | . | 4
CCN1CCN(C(=O)c2cn(CC)c3ccc(S(=O)(=O)N(C)C)cc3c2=O)CC1 | -0.2 | 3 | -1 | -0.8 | 11 | 1 | 14 | 1 | 104 | -6
CCN(CC)CCN(Cc1cc2cc3c(cc2[nH]c1=O)OCO3)C(=S)NCc1ccco1 | -0.1 | -11 | -5 | -1.6 | 11 | 6 | 9 | 1 | 105 | 6
O=C(c1ccccc1)N(Cc1ccco1)C1CCS(=O)(=O)C1 (stereo not given) | -0.2 | 8 | -1 | -1.3 | 5 | -4 | 3 | 3 | 92 | -3
CCOc1ccc(S(=O)(=O)N2CCOCC2)cc1[N+](=O)[O-] | -0.1 | -6 | -6 | 0.5 | -10 | 7 | 7 | 1 | 89 | 2
CC(C)(C)CC(C)(C)NC1=CC(=O)OC12CCCCC2 | 0.1 | 7 | 2 | -1.8 | -1 | -5 | 6 | -1 | 101 | 1
COc1cccc(NC(=O)CCNC(=O)C2CCN(S(=O)(=O)c3ccc(F)cc3)CC2)c1 | -0.2 | -21 | 7 | -0.8 | -5 | -5 | 5 | -2 | 102 | -7
CC(O)(c1cccc(F)c1)c1nc(-c2ccc(S(C)(=O)=O)cc2)cs1 (stereo not given) | -0.2 | -4 | -8 | -1.8 | -3 | . | 7 | -6 | ? | 1
O=C(Nc1cccc(NC(=O)c2sc3ccccc3c2Cl)c1)c1ccco1 | 0.2 | -15 | -6 | 2.8 | -1 | -1 | -3 | 0 | 82 | 0
CCOC(=O)c1c(C)c(C(=O)NCC2CCCO2)c(C)n1C (stereo not given) | 0.4 | 13 | 2 | -1.0 | 12 | -2 | 1 | -2 | 95 | -2
CCOc1ccccc1C(=O)NCc1ccco1 | 0.5 | 1 | 1 | -0.7 | 2 | -8 | -4 | 0 | 101 | 6
O=S(=O)(NCc1cccnc1)c1cccc2nsnc12 | 0.0 | -2 | -2 | -1.4 | 2 | 3 | 2 | 0 | 91 | 0
O=C(Cn1ccc(C(F)(F)F)n1)N=Nc1c(O)[nH]c2ccc(Br)cc12 | 0.0 | 8 | -9 | 0.1 | -12 | 7 | 10 | 2 | 101 | 3
Cc1cccc(Nc2nnc(SCC(=O)c3c(N)n(C4CC4)c(=O)[nH]c3=O)s2)c1 | -0.2 | -3 | 2 | 2.5 | 5 | -3 | 1 | -4 | 87 | -2
Cc1cc(-n2c(SCc3ccccc3F)nc3n[nH]c(C)c3c2=N)ccc1Cl | 1.2 | 0 | 3 | -1.1 | 3 | 7 | 10 | -9 | 97 | -6
Cc1ccc(C(=O)OC(C)C(=O)Nc2ccc(S(N)(=O)=O)cc2)cc1S(=O)(=O)N1CCOCC1 (stereo not given) | 0.1 | 6 | -14 | -2.7 | . | -12 | 12 | -1 | 96 | 4
(further entries)
SMILES | aDG glyco up | NOD2-RIPK2 inh | Granule exo inh | MC4R barr agon | Vif imaging | TLR9-MyD88 block | MC4R antag cAMP | N-glyco inh | ABCB6 inh MLPCN | ABHD5-PLIN5 inh
CCN(CC)S(=O)(=O)c1ccc(C)c(NS(=O)(=O)c2cc(/C=C/C(=O)O)cc(OC)c2OC)c1 | -0.1 | -5 | -4 | -0.1 | 5 | -1 | 4 | 2 | 98 | 1
CCOc1cc(/C=N/n2nnnc2N)ccc1OCc1c(C)no[n+]1[O-] | 0.1 | -4 | -3 | -1.5 | -1 | -19 | -2 | 3 | 99 | -2
C[C@H]1COC(=O)[C@H](Cc2ccc(F)cc2)C/C=C\C[C@H](CC(=O)NCCO)C(=O)N1 | 0.0 | -2 | -1 | -1.2 | -4 | -14 | 5 | 2 | 92 | -4
O=C(/C=C/c1ccc(Br)cc1)NC(=O)c1ccccc1O | -0.1 | 5 | 12 | -1.7 | 37 | 6 | 14 | -7 | 94 | -3
CCOc1cccc(CN2CCCC(C(=O)c3cccc(C(F)(F)F)c3)C2)c1O (stereo not given) | -0.1 | -9 | -5 | -2.7 | -2 | 13 | 2 | 1 | 102 | 5
C=CCN1C(=O)C(CC(=O)Nc2ccc(OCC)cc2)N(Cc2ccccn2)C1=S (stereo not given) | -0.1 | -6 | 4 | 0.5 | 6 | -1 | 10 | -3 | 104 | 1
O=C(NCC1CCCO1)C1CCC(=O)N1Cc1ccc(F)cc1 (stereo not given) | 0.0 | -6 | -1 | 0.3 | -8 | -11 | 8 | 3 | 103 | -7
Cc1ccc(-n2c(C)nnc2SCC(=O)N(C)C2CCS(=O)(=O)C2)cc1 (stereo not given) | -0.2 | -7 | -1 | 0.0 | 6 | -8 | 4 | 3 | 93 | 8
CC1=CC(C)(C)N2C(=O)C3(NCCc4c3[nH]c3ccccc43)c3cc(C)cc1c32 (stereo not given) | -0.1 | 3 | 4 | 1.7 | 12 | 2 | 11 | -9 | 102 | -2
CCOC(=O)CSc1nc(N)c(C#N)c(-c2cccs2)c1C#N | 0.1 | -3 | -5 | -0.8 | -9 | -3 | 4 | 1 | 90 | 5
Nc1c(Cl)cc(C2=NCCn3nc4cc(C(F)(F)F)ccc4c32)cc1Cl | 0.1 | 6 | -1 | 0.8 | -2 | 5 | -2 | 7 | 99 | 6
Cc1ccsc1-c1nc(C(N)=O)c2[nH]c(=O)n(-c3ccc(Cl)cc3)c2n1 | -0.1 | -14 | 2 | -0.4 | 10 | 0 | 11 | 1 | 104 | 1
CCN(CC(=O)Nc1ccccc1C(=O)NC1CC1)Cc1cccs1 | -0.1 | -2 | 0 | -0.6 | 11 | 7 | -3 | -4 | 101 | 7
CCCCN1C[C@H](Cc2ccccc2)[C@@H](CC(=O)Nc2ccccc2)C1=O | -0.4 | -1 | 10 | -0.4 | 8 | 6 | 8 | -3 | 95 | 15
C=CCn1c(SCC(=O)NCC2CCCO2)nc2scc(-c3ccccc3)c2c1=O (stereo not given) | -0.1 | 1 | 0 | -2.2 | . | -5 | 8 | 1 | 97 | 4
O=C(NNC(=O)c1ccncc1)Nc1ccc(N=Nc2ccccc2)cc1 | -0.3 | -3 | 5 | -2.5 | -11 | -4 | 10 | -1 | 93 | 0
Cc1nnc(C)n1/N=C/c1ccc(-c2ccccc2Cl)o1 | -0.1 | 6 | -1 | 2.3 | 14 | 1 | 4 | 5 | 102 | 1
COC(=O)c1cc(=O)nc2scc(C)n12 | -0.2 | -4 | 7 | -0.7 | 8 | 2 | 22 | 0 | 95 | 0
C[C@@H]1CN([C@H](C)CO)C(=O)c2cccc(NS(=O)(=O)c3cccs3)c2O[C@H]1CN(C)Cc1ccccc1 | 0.4 | -3 | 15 | -2.8 | -7 | 5 | 1 | -1 | 96 | 7
Cc1nnc(SCC(=O)Nc2ccc(N3CCOCC3)cc2)o1 | 0.0 | -3 | -6 | 0.2 | 5 | 3 | -2 | -1 | 91 | -1
O=C(O)C(Cc1ccc(O)c([N+](=O)[O-])c1)N1C(=O)c2ccccc2C1=O (stereo not given) | -0.1 | -1 | -2 | -2.7 | ? | -7 | 3 | 1 | 92 | -1
Cn1cnc(C(=O)NCc2ccccc2)c1C(=O)NCc1ccccc1 | 0.0 | 0 | -2 | -1.2 | -8 | -1 | -4 | -1 | 93 | 8
O=C(Nc1ccc(Cl)cc1Cl)c1csc(-c2cccnc2)n1 | 0.1 | -10 | -1 | -1.8 | -4 | -1 | 8 | 2 | 98 | -3
CSc1nn2c(C(F)(F)F)cc(C(F)(F)F)nc2c1C(=O)O | -0.1 | -2 | -2 | 0.1 | -4 | -11 | 15 | 3 | 104 | -5
C=CCNC(=O)C1CC(c2cccc(OC)c2)=NO1 (stereo not given) | 0.3 | -4 | 17 | -2.9 | 14 | 0 | 2 | 0 | 93 | 0
ON=C1/C(=N\O)CC2(C/C1=N/O)OCCO2 | 0.2 | -3 | 6 | -0.9 | 11 | 4 | -8 | 2 | 103 | -4
COc1ccccc1CNC(=O)c1ccc2c(=O)n(CCCN3CCCC3=O)c(=S)[nH]c2c1 | 0.2 | -1 | 0 | -4.1 | -1 | 4 | 6 | -1 | 92 | -3
Cc1ccc(C(=O)N2CCC2(C)C(=O)NC(C)C)cc1 (stereo not given) | -0.2 | 1 | -2 | 1.4 | 4 | . | 15 | 2 | 106 | -2
CSCC(C)N1CCC(n2nccc2NC(=O)CCCc2ccccc2)CC1 (stereo not given) | -0.9 | -6 | -1 | -3.6 | 11 | 2 | 2 | -4 | 111 | -11
